Screening data (PubChem)
Rab2 wt GTP: modulators of GTP binding to Rab2A wildtype, primary screen, biochemical, dog, bead-based flow cytometry, multiplex; GTP binding activity, % at 10 µM; Ras-related protein Rab-2A (Canis lupus familiaris), P61105; GST-Rab2 wt beads, Bodipy-GTP binding; AID 760, 2007; 0.19% of 190,000 active;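 active = GTP binding activity at least 20 points away from 100%, either lowered or raised; inconclusive = signal likely due to the compound's own green fluorescence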;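 note: 0% = beads with excess unlabeled GTP and 100% = no-compound control corrected for plate trend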
Rac1 act GTP bind: GTP binding modulators of activated mutant Rac1, primary screen, biochemical, bead-based flow cytometry, multiplex, fluorescent GTP | AID 764, 2007 | Ras-related C3 botulinum toxin substrate 1 (Homo sapiens), P63000 | GST-Rac1 activated beads; actives lie on both sides; 100% means binding = to untreated wells | percent activity (GTP binding), % at 10 µM | 0.11% of 190,000 active;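 active = GTP binding at least 20 percentage points away from the 100% baseline, in either direction, so actives lie on both sides; inconclusive = Compound likely fluorescent itself, or too few beads counted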
Pf gamet viab: late stage P. falciparum gametocyte viability inhibitors, primary screen, ATP luminescence, HTS; 0.065% of 150,000 active; inhibition, % at 10.9 µM; AID 743093, 2013; P. falciparum stage V gametocytes, 24 h;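 active = inhibition above the mean plus 3 SD of compounds within the control limits, set per campaign, cut at about 38% in these data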;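 note: 0% = DMSO wells and 100% = medium only without gametocytes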
Cdc42 wt: modulators of GTP binding to wildtype Cdc42, primary screen, biochemical, multiplex bead flow cytometry, Bodipy-GTP | Cell division control protein 42 homolog (Homo sapiens), P60953 | GST-Cdc42 beads; actives lie on both sides | percent activity (GTP binding), % at 10 µM | 0.2% of 190,000 active | AID 761, 2007;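 active = percent activity GTP binding at least 20 points away from the 100% baseline, either down as inhibitor or up as activator; inconclusive = compound flagged as likely green fluorescent from well-wide comparison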;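 note: median bead fluorescence of bound Bodipy-FL-GTP at 100 nM; 0% = excess unlabeled GTP control and 100% = no compound control; below 100% means less GTP binding so inhibitor and above means activator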
Target sequence (P60953 whole entry, looked up): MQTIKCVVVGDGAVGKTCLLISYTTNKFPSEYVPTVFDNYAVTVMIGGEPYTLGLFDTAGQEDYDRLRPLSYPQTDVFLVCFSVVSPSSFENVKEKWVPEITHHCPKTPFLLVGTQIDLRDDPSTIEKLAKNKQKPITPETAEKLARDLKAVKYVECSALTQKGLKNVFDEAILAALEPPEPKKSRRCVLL
HRas wt GTP: modulators of GTP binding to HRas wildtype, primary screen, biochemical, bead-based flow cytometry, multiplex; 0.14% of 190,000 active; GST-Ras wt beads, Bodipy-FL-GTP binding; actives lie on both sides; GTPase HRas (Homo sapiens), P01112; GTP binding activity, % at 10 µM;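 active = GTP binding activity at least 20% away from the 100% baseline, either lowered as inhibitor or raised as activator; inconclusive = flagged as likely green fluorescent, judged across all proteins in the well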;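 note: 0% = unlabeled GTP competition control and 100% = no-compound control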
Target sequence (P01112 whole entry, looked up): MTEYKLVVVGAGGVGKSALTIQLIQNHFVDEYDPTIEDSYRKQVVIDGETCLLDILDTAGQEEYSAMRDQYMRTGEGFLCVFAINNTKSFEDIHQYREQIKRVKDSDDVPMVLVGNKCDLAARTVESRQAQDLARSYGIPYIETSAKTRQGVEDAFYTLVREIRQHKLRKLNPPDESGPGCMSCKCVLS
Avidin fluor: green autofluorescence of compounds with avidin beads – biophysical, 488/530 nm, flow cytometry, artefact control, profiling panel. compound fluorescence 488/530 nm; stronger effect = higher value. fluorescence (KMESF) at 10 µM. 0.38% of 220,000 active. AID 1775, 2009; in the data active = fluorescence above about 47; note: inactives centre near 10
Rab7 wt modul: modulators of GTP binding to Rab7, primary screen, biochemical, wildtype, multiplex bead flow cytometry | GTP binding activity (percent of control), % at 10 µM | Rab7 GTPase wild type (dog), Bodipy-FL-GTP binding | AID 758, 2007 | GST-Rab7 beads, fluorescent GTP binding; actives lie on both sides; untreated = 100%, excess cold GTP = 0% | 0.055% of 190,000 active;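 active = fluorescent GTP binding to Rab7 beads changed by at least 20 points from the 100% baseline, either direction, mostly lower; inconclusive = compound itself probably fluorescent, or too few beads counted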;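 note: median green fluorescence of bound Bodipy-FL-GTP per Rab7 bead population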
GSH fluor: compound fluorescence on glutathione beads, profiling panel, artefact control, biophysical, 488/530 nm, flow cytometry; fluorescence (KMESF) at 10 µM; 0.25% of 190,000 active; GSH beads flow cytometry, compound fluorescence 488/530 nm; stronger effect = higher value; AID 1776, 2009; in the data active = fluorescence above about 89;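 note: glutathione beads carrying GST-tagged Bcl family fusion proteins plus one bare bead set; values are compound well signal with DMSO vehicle wells as background; inactives centre near 16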
Rac1 wt modul: wildtype Rac1 GTP binding modulators, primary screen, biochemical, GST-Rac1 beads, flow cytometry, multiplex. fluorescent GTP binding; actives lie on both sides; 0 = cold GTP competed, 100 = untreated. GTP binding activity (% of control), % at 10 µM. 0.27% of 190,000 active. Ras-related C3 botulinum toxin substrate 1 (Homo sapiens), P63000;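 active = GTP binding activity at least 20 points away from the 100% control level, either lower or higher; inconclusive = compound flagged as likely green fluorescent, judged across all proteins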
ABCG2 inh: ABCG2 efflux pump inhibitors, primary screen, multiplex with ABCB1, IgMXP3 cells, flow cytometry; inhibition, % at 6.6 µM; 0.1% of 190,000 active; JC-1 efflux;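 active = inhibition above 80%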;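 note: 0% = DMSO and 100% = nicardipine control wells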
Target sequence (Q9UNQ0 whole entry, looked up): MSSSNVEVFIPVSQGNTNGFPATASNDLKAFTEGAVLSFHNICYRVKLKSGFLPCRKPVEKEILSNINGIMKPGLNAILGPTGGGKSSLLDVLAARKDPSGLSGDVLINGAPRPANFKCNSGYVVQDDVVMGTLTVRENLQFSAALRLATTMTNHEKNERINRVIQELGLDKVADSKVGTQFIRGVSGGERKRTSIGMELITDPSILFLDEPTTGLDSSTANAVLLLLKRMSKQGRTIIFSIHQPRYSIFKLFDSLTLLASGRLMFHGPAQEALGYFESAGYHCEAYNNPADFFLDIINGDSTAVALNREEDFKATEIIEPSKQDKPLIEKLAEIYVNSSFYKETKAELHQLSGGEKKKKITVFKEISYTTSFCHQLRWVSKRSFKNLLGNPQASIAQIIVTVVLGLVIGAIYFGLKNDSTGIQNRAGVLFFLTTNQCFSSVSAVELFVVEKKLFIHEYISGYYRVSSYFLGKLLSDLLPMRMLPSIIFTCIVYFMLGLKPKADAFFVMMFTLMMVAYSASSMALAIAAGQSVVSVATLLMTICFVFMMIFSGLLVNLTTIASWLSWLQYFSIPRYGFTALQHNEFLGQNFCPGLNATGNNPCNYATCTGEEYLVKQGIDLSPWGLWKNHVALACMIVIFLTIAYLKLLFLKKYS
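Test system: IgMXP3 (ABCG2) plus far-red-tagged CCRF-Adr (ABCB1) cells. Reagent: JC-1 dye as substrate. Timing: 10 min exposure at 25 °C with rotation, no wash. Measured by: flow cytometric JC-1 green MFI at 530 nm. Read-out: percent efflux inhibition, scaled nicardipine 100% to DMSO 0%. Control set: nicardipine and DMSO wells.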
ABCB1 block: ABCB1 efflux pump inhibitors, primary screen, cell-based, multiplex, flow cytometry, ABCG2 counter-screen. ATP-dependent translocase ABCB1 (Homo sapiens), P08183. CCRF-Adr cells, JC-1 efflux. inhibition, % at 6.6 µM. 0.067% of 190,000 active; in the data active = inhibition above about 40%;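 note: 0% = vehicle and 100% = reference inhibitor; higher value means more JC-1 retained so stronger ABCB1 efflux block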
* marks the source's active call; other numbers are inactive results; ? = inconclusive; . = no result given.

structure	GSH fluor	ABCB1 block	ABCG2 inh	Rab2 wt GTP	Cdc42 wt	HRas wt GTP	Pf gamet viab	Rac1 act GTP bind	Rac1 wt modul	Rab7 wt modul	Avidin fluor
COC(=O)c1cccc(NC(=O)C(C)N2C(=O)c3ccccc3C2=O)c1 (stereo not given)	6	0.4	1.5	101.0	107.0	103.0	-41.5	101.0	109.0	100.0	6
CCc1ccc(NC(=O)c2cc(C)on2)cc1	6	0.2	5.3	98.0	97.0	99.0	.	98.0	99.0	99.0	17
O=C(CSc1ccc(F)cc1)NC12CC3CC(CC(C3)C1)C2	16	0.3	15.3	94.0	96.0	96.0	21.9	94.0	98.0	93.0	11
COc1cccc(OCC(O)CN2CC(C)CC(C)C2)c1 (stereo not given)	23	0.7	1.6	99.0	96.0	97.0	3.5	96.0	95.0	95.0	26
CCc1cccc(OC2OC(CO)C(O)C(O)C2NC(C)=O)c1 (stereo not given)	9	0.4	-0.5	98.0	95.0	101.0	18.2	97.0	100.0	106.0	29
CCCCC(=O)N(CCOC)c1nnc(-c2ccccc2C)s1	27	0.2	2.5	98.0	98.0	96.0	22.8	100.0	101.0	95.0	8
COc1ccc2[nH]c(C)c(CCNC(=S)Nc3cccc(C)c3)c2c1	18	0.2	1.9	100.0	99.0	100.0	.	99.0	103.0	97.0	7
O=c1ccc(/C=C/c2ccccc2)nn1Cc1ccccc1Cl	44	0.0	0.3	98.0	98.0	97.0	-0.8	97.0	102.0	98.0	10
COc1ccc(-n2c(SCC(=O)Nc3cc(C)on3)nc3ccc(O)cc3c2=O)cc1OC	9	0.7	2.5	98.0	98.0	99.0	.	98.0	99.0	103.0	9
CCN(CC)C(=O)COc1cccc2ccccc12	15	0.1	0.2	101.0	99.0	101.0	-5.8	98.0	99.0	102.0	23
COc1ccc(C(=O)NCc2nnc(SCC(=O)Nc3nnc(C)s3)o2)cc1	10	-0.2	3.8	96.0	94.0	100.0	.	93.0	101.0	113.0	10
Cc1ccc2c(c1)N(CCC(=O)NCC1COc3ccccc3O1)C(=O)CO2 (stereo not given)	45	0.3	0.7	96.0	96.0	97.0	.	97.0	98.0	95.0	6
O=C(Nc1nccs1)c1ccc(-c2ccc(Cl)cc2Cl)o1	14	-0.1	9.2	92.0	94.0	92.0	3.9	97.0	93.0	97.0	5
COc1cc(OCC(N)=O)cc(OC)c1OC	9	0.7	1.3	100.0	97.0	101.0	-13.3	100.0	102.0	97.0	3
CCC(C)Sc1nc2c(c(=O)[nH]c(=O)n2C)n1CC(O)COc1cccc2ccccc12 (stereo not given)	6	0.9	3.1	101.0	104.0	103.0	3.6	104.0	110.0	101.0	6
Cc1csc(N2CCc3ccccc32)n1	21	0.1	0.3	105.0	103.0	104.0	-50.3	101.0	105.0	108.0	20
CCC1SC(=NC(=O)c2ccc(Cl)c(Cl)c2)NC1=O (stereo not given)	31	-2.4	0.1	99.0	99.0	98.0	21.4	96.0	98.0	98.0	15
Cc1ccc2[nH]c(O)c(N=NC(=O)C3CC3c3ccccc3)c2c1Br (stereo not given)	15	0.1	0.6	98.0	96.0	97.0	-14.8	96.0	96.0	102.0	7
CCC(CC)C(=O)c1c[nH]c(C(=O)N2CCN(c3ccccc3)CC2)c1	20	1.1	5.2	96.0	97.0	97.0	-12.4	95.0	99.0	93.0	8
Cc1ccc(C2C(C#N)=C(N)N(c3ncn[nH]3)C3=C2C(=O)CC(C)(C)C3)cc1 (stereo not given)	3	0.4	1.4	97.0	100.0	97.0	.	101.0	104.0	94.0	4
CCOC(=O)C1(Cc2cccc(OC)c2)CCCN(C(=O)c2cc(C)[nH]n2)C1 (stereo not given)	11	0.6	3.5	97.0	99.0	97.0	5.0	94.0	98.0	99.0	7
CCOC(=O)c1sc(NC(=O)c2cccc(S(=O)(=O)N(CC)CC)c2)cc1C	4	0.2	0.9	91.0	94.0	92.0	-7.8	96.0	93.0	91.0	5
CC(Sc1n[nH]c(N)n1)C(=O)C12CC3CC(CC(C3)C1)C2 (stereo not given)	8	0.2	0.2	103.0	99.0	103.0	.	98.0	99.0	105.0	11
O=C(NCc1ccccc1)NC1(C(=O)Nc2ccc3c(c2)OCCO3)CCCCC1	23	0.2	0.3	102.0	103.0	102.0	-11.7	102.0	100.0	98.0	14
CCOC(=O)c1c(NC(=O)C2(C)Cc3ccccc3C(=O)O2)sc2c1CCCC2 (stereo not given)	8	3.6	10.2	98.0	95.0	98.0	-22.7	96.0	101.0	97.0	5
Cc1ccc(-c2noc(CSc3nnc(Cc4cccs4)n3-c3ccccc3)n2)cc1	24	0.9	2.5	97.0	96.0	96.0	.	94.0	94.0	96.0	7
O=C(Cc1c(C(=O)O)[nH]c2ccc(Cl)cc12)Nc1ccc2c(c1)OCCO2	25	-0.8	-1.5	96.0	97.0	95.0	3.8	94.0	100.0	94.0	35
CCCNC(=O)c1ccccc1NC(=O)C1COc2ccccc2O1 (stereo not given)	37	1.9	26.7	101.0	102.0	102.0	.	101.0	103.0	101.0	17
Nc1nc(-c2cccnc2)nn1C(=O)c1ccc(Cl)cc1	12	0.5	4.6	96.0	99.0	95.0	17.3	98.0	102.0	94.0	10
O=C(Cc1ccccc1)c1c[nH]c(C(=O)O)c1	27	0.3	2.5	102.0	99.0	105.0	.	99.0	104.0	105.0	13

(more compounds)
structure	GSH fluor	ABCB1 block	ABCG2 inh	Rab2 wt GTP	Cdc42 wt	HRas wt GTP	Pf gamet viab	Rac1 act GTP bind	Rac1 wt modul	Rab7 wt modul	Avidin fluor
CC(C)OC(=O)CSc1nc(C(C)C)nc2ccccc12	17	0.6	2.0	94.0	97.0	99.0	-7.7	95.0	101.0	99.0	11
Nc1cc(=O)[nH]c(SCc2cccc(Cl)c2)n1	19	0.1	3.2	98.0	101.0	100.0	.	99.0	102.0	98.0	11
CSc1nc(Cl)cc(Nc2ccc(O)cc2)n1	22	-0.3	1.0	94.0	94.0	92.0	-0.9	96.0	97.0	93.0	9
Cc1sc2ncn(CC(=O)NCC(=O)N(C)Cc3ccccc3)c(=O)c2c1C	14	-0.5	-0.7	100.0	100.0	99.0	.	99.0	103.0	95.0	7
CCCNC(=O)C1CCN(c2ccc(S(=O)(=O)N3CCOCC3)cc2Cl)CC1	14	0.2	0.3	99.0	100.0	100.0	-14.8	101.0	103.0	94.0	7
C=CCn1c(SCc2c(C)noc2C)nc2sc3c(c2c1=O)CCCC3	32	8.0	18.4	100.0	99.0	102.0	-0.7	101.0	102.0	99.0	8
CSc1ccccc1NC(=S)N/N=C/c1cccn1Cc1cccc(C)c1	15	0.1	15.9	98.0	94.0	96.0	28.3	95.0	98.0	103.0	5
Cc1sc2ncn(CC(=O)NCCCC(=O)N3CCN(c4ncccn4)CC3)c(=O)c2c1C	5	0.7	0.9	102.0	100.0	102.0	11.1	97.0	101.0	100.0	52*
CCOC(=O)c1sc2nc(C)[nH]c(=S)c2c1C	8	0.1	14.9	98.0	95.0	96.0	13.2	95.0	98.0	94.0	11
Nc1ccccc1N1CCOCC1	9	0.3	1.1	100.0	101.0	98.0	-21.6	101.0	102.0	98.0	11
CCOC(=O)CSc1nnc(-c2ccc(S(=O)(=O)N3CCC(C)CC3)cc2)o1	10	0.5	4.7	98.0	100.0	100.0	10.6	99.0	99.0	99.0	16
CC1(C)C2CCC13CS(=O)(=O)NC3C2 (stereo not given)	14	0.9	2.1	99.0	102.0	101.0	1.1	99.0	109.0	100.0	5
CCOC(=O)Cc1csc(NC(=O)c2cc3c(s2)CCCC3)n1	15	-0.2	0.0	101.0	104.0	101.0	4.2	100.0	104.0	103.0	10
Cc1cccc(N2CCN(S(=O)(=O)c3ccc(S(=O)(=O)N4CCCC4)cc3)CC2)c1C	28	0.1	2.5	100.0	105.0	100.0	.	100.0	108.0	100.0	13
COc1cccc(CNC(=O)c2c[nH]n3c(=O)c(Cl)c(C)nc23)c1	15	-0.4	1.0	84.0	85.0	87.0	.	92.0	80.0	90.0	2
Cc1ccc(-n2c(O)c(/C=N/c3ncn[nH]3)c3ccccc3c2=O)cc1	16	0.8	6.5	86.0	84.0	89.0	-16.2	93.0	85.0	93.0	5
O=c1[nH]c2cc3c(cc2cc1CN(Cc1ccc2c(c1)OCO2)Cc1nnnn1CC1CCCO1)OCO3 (stereo not given)	17	0.5	2.7	103.0	103.0	105.0	-2.1	101.0	105.0	100.0	16
Fc1ccc(/C=C/c2nnc(-c3cccs3)o2)cc1	20	-0.3	-1.2	100.0	103.0	101.0	10.4	101.0	106.0	101.0	16
Cc1ccc(S(=O)(=O)Cc2sc3ccccc3[n+]2C)cc1	8	0.1	-0.1	102.0	98.0	99.0	.	96.0	101.0	103.0	12
Cc1cc(C)n2nc(SCC(=O)N/N=C/c3cccc(Br)c3)nc2n1	16	-0.1	-0.3	?	?	?	8.4	?	?	?	23
COc1ccc(CC(=O)Nc2oc(-c3ccccc3)c(-c3ccccc3)c2C#N)cc1OC	7	-0.4	-0.8	97.0	100.0	99.0	.	97.0	104.0	96.0	5
CC(C)c1cc(C(=O)Nc2ccc3c(c2)OCO3)no1	18	0.8	5.6	?	?	?	.	?	?	?	5
O=C(CN1C(=O)c2ccccc2C1=O)OCC(=O)N1CCc2ccccc2C1	268*	0.7	3.5	103.0	102.0	106.0	.	100.0	114.0	105.0	8
O=C(N1CCOCC1)N1CCN(c2nc(-c3ccccc3)cs2)CC1	6	0.2	0.7	96.0	98.0	97.0	-15.6	97.0	98.0	95.0	8
